# Source: PubChem BioAssay (several laboratories)
# Ba/F3 V617F tox: reduced viability of JAK2V617F-dependent Ba/F3 cells, primary screen, JAK2V617F inhibitor project, cell-based, Ba/F3 EpoR-JAK2V617F, luminescence; ATP luminescence; inhibition, % at 5.6 µM; hit rate 1.1% among 220,000;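 active = inhibition above the campaign mean plus 3 SD over all tested compounds, cut at about 24% in these data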;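 also: cytokine-independent growth of Ba/F3 cells driven by EpoR plus mutant JAK2; 0% = DMSO-treated cells and 100% = JAK inhibitor I control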
# BaF3 tox: parental Ba/F3 cell viability inhibition, counter-screen for JAK2V617F inhibitor project, murine pro-B, CellTiter-Glo luminescence. CellTiter-Glo ATP luminescence. inhibition, % at 5.6 µM. hit rate 1.1% among 220,000;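 active = inhibition above a per-campaign cutoff, the mean inhibition of all tested compounds plus 3 SD, cut at about 27% in these data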;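 also: 0% = DMSO wells and 100% = JAK Inhibitor I control wells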
# Wee1 degr inh: Wee1 degradation inhibitors, primary screen, cell-based, HeLa, Wee1K328M-luciferase, luminescence; HeLa Luc-Wee1K328M stability; 100% = proteasome inhibitor MG132 effect; Wee1-like protein kinase (Homo sapiens), P30291; hit rate 1.2% among 220,000; reporter increase, % at 5 µM;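 active = activation above the mean of all tested compounds plus 3 SD, set per screening run, cut at about 8.8% in these data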;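 also: cells exposed to compound for 20 h before luminescence read; 0% = DMSO alone and 100% = MG132 at 30 µM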
# Target sequence (P30291 whole entry K328M): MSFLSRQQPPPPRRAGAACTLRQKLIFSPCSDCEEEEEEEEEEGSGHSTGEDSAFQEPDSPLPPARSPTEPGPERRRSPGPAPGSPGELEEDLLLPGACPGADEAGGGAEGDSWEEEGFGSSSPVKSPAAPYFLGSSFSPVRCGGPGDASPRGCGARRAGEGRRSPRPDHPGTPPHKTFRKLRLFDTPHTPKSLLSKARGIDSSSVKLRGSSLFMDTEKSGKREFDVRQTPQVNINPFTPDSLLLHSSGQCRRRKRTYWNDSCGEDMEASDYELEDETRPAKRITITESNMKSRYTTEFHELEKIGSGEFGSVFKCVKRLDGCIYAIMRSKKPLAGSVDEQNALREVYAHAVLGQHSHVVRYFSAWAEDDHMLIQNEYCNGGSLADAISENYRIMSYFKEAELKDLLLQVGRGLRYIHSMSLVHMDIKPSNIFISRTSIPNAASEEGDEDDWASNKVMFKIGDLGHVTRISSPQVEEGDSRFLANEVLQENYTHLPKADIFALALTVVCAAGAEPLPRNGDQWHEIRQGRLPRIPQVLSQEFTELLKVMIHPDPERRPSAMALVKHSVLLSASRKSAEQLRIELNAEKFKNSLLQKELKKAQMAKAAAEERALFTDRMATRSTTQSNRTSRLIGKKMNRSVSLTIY
# RBBP9 inhibitor: human RBBP9 inhibitors, primary screen, biochemical, fluorescence polarization, FP-Rh probe, HTS; inhibition, % at 7.94 µM; Serine hydrolase RBBP9 (Homo sapiens), O75884; AID 1515, 2009; recombinant RBBP9; hit rate 0.2% among 220,000;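 active = inhibition above the campaign mean of all tested compounds plus 3 SD, cut at about 14% in these data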;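 also: plate controls were DMSO wells with RBBP9 for no effect and wells lacking RBBP9 protein for full effect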
# Target sequence (O75884 whole entry, looked up): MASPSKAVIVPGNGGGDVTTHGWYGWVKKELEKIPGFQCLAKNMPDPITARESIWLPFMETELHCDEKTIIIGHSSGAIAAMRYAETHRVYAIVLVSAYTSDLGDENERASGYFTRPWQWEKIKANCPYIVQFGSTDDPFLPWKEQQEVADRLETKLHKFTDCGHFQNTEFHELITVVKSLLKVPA
#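 Measured by – fluorescence polarization · Test system – RBBP9 protein · Input – 2.5 µM RBBP9 dispensing solution, before mixing · Measure – percent inhibition from mP, scaled between DMSO and no-protein wells · Benchmarks – DMSO-treated enzyme wells and wells lacking RBBP9 · Times – preincubation 30 min plus labeling 45 min at 25 °C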
# zfTRPN1 agonist: zebrafish TRPN1 channel agonists, primary screen, cell-based, HEK293, calcium fluorescence | transient receptor potential cation channel N1 (TRPN1/NompC), Danio rerio | activation, % at 3 µM | hit rate 0.18% among 220,000 | HEK293 zebrafish TRPN1-YFP, Fluo-8 calcium fluorescence; 100% = response to 87 µM carbachol;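 active = activation above its plate's cutoff, the mean activation of test wells on that plate plus 3 SD, cut at about 19% in these data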;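 also: 0% = DMSO alone and 100% = 87 µM carbachol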
#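 System: zebrafish TRPN1-YFP in HEK293 cells / Dosing: 3 µM single point / Timing: dye loading 1 h at 37 °C, then 30 min room temperature / Signal: Fluo-8 calcium fluorescence, excitation 470-495 nm, emission 515-575 nm / Read-out basis: percent activation from peak over basal fluorescence ratio, control-normalized / Control set: high carbachol 87 µM, low DMSO alone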
# CHOP inhibitor: inhibitors of CHOP promoter induction, primary screen, cell-based, unfolded protein response, luciferase reporter. inhibition, % at 10 µM. hit rate 3.8% among 220,000. AID 2732, 2010. CHO-K1 CHOP-promoter luciferase, tunicamycin-induced, 15-18 h;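 active = compounds that reduced the stress-induced luciferase reporter signal by more than about 70% of percent inhibition, limit read from the data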;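 also: 0% = tunicamycin plus vehicle and 100% = wells without tunicamycin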
# TNF death inh: inhibitors of TNF-alpha triggered necroptosis, primary screen, cell-based, Jurkat FADD-/-, single concentration; hit rate 0.068% among 220,000; Jurkat FADD-/- TNF necroptosis rescue, ATP luminescence, 24 h; 0 = TNF only, 100 = no-TNF cells; activation (protection from cell death), % at 10 µM;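 active = activation, meaning protection from cell death, of at least 50% relative to plate controls; inactive = activation below 50%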;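 also: necroptosis triggered by 40 ng/mL TNF-alpha added together with compound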
# TRPML3 agonist: human TRPML3 channel agonists, primary screen, cell-based, HEK293 TRPML3-YFP, Fluo-8 calcium fluorescence, 3 µM; Mucolipin-3 (Homo sapiens), Q8TDD5; 100% = the carbachol control signal; activation, % at 3 µM; hit rate 0.29% among 220,000; AID 1448, 2008;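 active = activation above its plate's cutoff, the mean activation of the plate's test wells plus 3 SD, cut at about 12% in these data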;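 also: 0% = DMSO only wells and 100% = carbachol wells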
#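 Test system – HEK293 line with stable expression of human TRPML3-YFP channel · Control set – carbachol 87 µM final as high control (100%), DMSO as low control (0%) · Signal – Fluo-8 calcium dye fluorescence, ex 470-495, em 515-575 nm · Incubation – 1-h 37 °C dye load, 5-s basal, 120-s post-compound reads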
# PPC-1+TRAIL kill: compounds killing PPC-1 cancer cells with TRAIL present, primary screen, TRAIL potentiator project, ATPLite luminescence, uHTS; hit rate 0.41% among 220,000; cell killing (% activity), % at 4 µM; PPC-1 cells + TRAIL, ATPLite viability luminescence; AID 1443, 2008;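 active = cell killing above 50% in the first pass at 4 µM, then a duplicate retest at 5 µM averaging 50% or more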;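 also: plate controls were cells with TRAIL plus DMSO for no effect and medium-only wells lacking cells for full effect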
# An asterisk follows results filed as active.
SMILES,Ba/F3 V617F tox,BaF3 tox,Wee1 degr inh,RBBP9 inhibitor,zfTRPN1 agonist,CHOP inhibitor,TNF death inh,TRPML3 agonist,PPC-1+TRAIL kill
Cc1csc(Nc2ccccc2)[n+]1C,4,13,6,-8,-0.5,-13,-0.4,-0.3,11
N=c1sccn1CC(=O)NC(c1ccccc1)c1ccccc1,1,10,0,2,0.2,12,4.3,0.6,0
O=C(N/N=C/c1ccncc1)c1ccc(COc2cccc3cccnc23)cc1,6,3,0,-10,2.8,15,-0.9,0.8,9
Cn1ncc2c(N3CCC(Cc4ccccc4)CC3)ncnc21,0,0,1,-7,5.9,13,0.8,3.2,18
COc1ccc(Br)cc1C(=O)Nc1ccc(NC(=O)c2ccco2)cc1,-1,0,1,-10,3.8,20,3.7,0.8,37
COc1ccc(-c2[nH]ncc2CN2CCCOc3c(cccc3OC)C2)c(OC)c1,5,4,4,-5,0.9,6,0.3,-0.5,-10
COc1ccccc1NC(=S)N(Cc1ccco1)Cc1cc2cc(C)ccc2[nH]c1=O,4,8,1,-1,0.9,19,-3.2,0.1,8
CC(=O)c1c(C)[nH]c2ccccc2c1=O,-2,7,-1,-4,2.3,-17,-0.4,0.7,2
CCCC12CN3CC(C)(CN(C1)C3c1ccc(OC(C)C)cc1)C2=O (stereo not given),1,2,-2,1,1.4,28,0.9,0.1,-6
CCOC(=O)c1cc(OC(=O)c2ccccc2)n(-c2ccccc2)n1,-4,0,1,-9,-0.2,40,0.1,1.1,-8
Cc1ccsc1/C=C1\SC(=S)N(CC2CCCO2)C1=O (stereo not given),-2,-1,-3,-8,-0.2,5,-0.5,0.0,20
CCOc1cc(C2C(C(=O)OC(C)C)=C(C)N=C3SCCC(=O)N32)ccc1OC(C)=O (stereo not given),-3,3,0,1,0.5,8,-0.5,0.3,0
CC1(C)CC(N(Cc2ccc(F)cc2)C(=O)c2ccc(F)cc2)CCO1 (stereo not given),-4,4,1,-3,-0.2,11,1.0,-0.1,5
CC(=O)c1cccc(NC(=O)C(C)OC(=O)CNC(=O)c2ccc(C)s2)c1 (stereo not given),-1,2,9.2*,-1,-0.1,6,-0.1,0.4,9
CCC(O)CNC(=O)CCc1nnc(C2(c3ccc(Cl)cc3)CCC2)o1 (stereo not given),-1,2,-1,-9,0.0,3,-0.6,0.0,0
Cc1cc(Br)c2c(c1)C(O)(N1CCCCC1C)C(=O)N2 (stereo not given),-3,0,0,-6,-1.4,-12,12,-0.5,14
COc1ccc(/C=C/C(=O)NCCCc2ccccc2)cc1,-1,1,-1,-3,-1.9,26,0.0,-0.1,17
CN(C(=O)c1ccncc1)C1CCS(=O)(=O)C1 (stereo not given),1,1,-3,-1,2.1,9,0.3,1.1,20
Cc1cc(SCC#N)n2nc(C)c(-c3ccc(Cl)cc3)c2n1,3,5,-3,-5,-0.2,32,0.8,0.2,13
COc1ccc(C(=O)NC(=S)Nc2ccc(Cl)cn2)cc1OC,-5,-2,0,-8,-0.5,1,-0.8,0.6,8
Cc1cc(C(=O)COC(=O)c2ccc(O)cc2)c(C)n1CC1COc2ccccc2O1 (stereo not given),-1,1,4,-10,-0.1,62,2.0,0.5,-4
NC(=O)C(=O)N/N=C/c1cccc(C(F)(F)F)c1,0,4,-1,0,0.0,6,-0.4,0.5,-7
Cn1c(=NCC(O)COc2ccccc2)sc2ccccc21 (stereo not given),0,3,2,-7,-0.3,32,0.3,0.4,-7
CC1COC(Cn2c3ccccc3c3ccccc32)O1 (stereo not given),4,-1,1,2,-0.7,9,-0.7,-0.9,12
COc1ccc(CCC(N)=O)cc1OC,2,9,2,-5,-0.5,21,-0.3,0.3,12
CC(=O)NC1CCN(CC(=O)Nc2cccc([N+](=O)[O-])c2)CC1,2,11,1,3,1.2,2,-0.3,0.7,13
CCOC(=O)c1cnn(-c2cc(C)nc3c(-c4ccccc4)c(C)nn23)c1N,1,6,4,-1,0.9,81*,-1.0,0.6,-10
CCOc1ccc(NC(=S)Nc2ccc(OC)cc2)cc1,0,5,1,1,-0.3,16,-2.6,0.4,24
CCn1c(SCC(=O)NCCc2ccccc2)nnc1-c1cccs1,-4,0,-2,-3,-0.8,13,-2.2,-0.6,-4
COc1cccc(NC(=O)N2CCN(C(=O)C(Cc3ccc(OC)c(OC)c3)NC(C)=O)CC2)c1 (stereo not given),1,-1,3,1,0.4,-2,-1.4,0.7,14

# Rewritten with two lines to a compound: part of the list above.
# Values in the order – Ba/F3 V617F tox, BaF3 tox, Wee1 degr inh, RBBP9 inhibitor, zfTRPN1 agonist, CHOP inhibitor, TNF death inh, TRPML3 agonist, PPC-1+TRAIL kill
COc1cccc(NC(=O)N2CCN(C(=O)C(Cc3ccc(OC)c(OC)c3)NC(C)=O)CC2)c1 (stereo not given)
 : 1, -1, 3, 1, 0.4, -2, -1.4, 0.7, 14
CCOc1ccc(NC(=S)Nc2ccc(OC)cc2)cc1
 : 0, 5, 1, 1, -0.3, 16, -2.6, 0.4, 24
NC(=O)C(=O)N/N=C/c1cccc(C(F)(F)F)c1
 : 0, 4, -1, 0, 0.0, 6, -0.4, 0.5, -7

# 2 entries from above, with tabs.
structure	Ba/F3 V617F tox	BaF3 tox	Wee1 degr inh	RBBP9 inhibitor	zfTRPN1 agonist	CHOP inhibitor	TNF death inh	TRPML3 agonist	PPC-1+TRAIL kill
Cn1c(=NCC(O)COc2ccccc2)sc2ccccc21 (stereo not given)	0	3	2	-7	-0.3	32	0.3	0.4	-7
CC1COC(Cn2c3ccccc3c3ccccc32)O1 (stereo not given)	4	-1	1	2	-0.7	9	-0.7	-0.9	12

# Wee1 degr inh: entries above that show a hit.
Structure,Wee1 degr inh,RBBP9 inhibitor,CHOP inhibitor,TRPML3 agonist
CC(=O)c1cccc(NC(=O)C(C)OC(=O)CNC(=O)c2ccc(C)s2)c1 (stereo not given),9.2*,-1,6,0.4

# The list continues:
SMILES,Ba/F3 V617F tox,BaF3 tox,Wee1 degr inh,RBBP9 inhibitor,zfTRPN1 agonist,CHOP inhibitor,TNF death inh,TRPML3 agonist,PPC-1+TRAIL kill
O=C(CC(Nc1cccc(Cl)c1Cl)C(=O)O)c1ccccc1 (stereo not given),-1,7,-4,-6,2.2,-25,0.7,0.8,27
Cc1ccnc(NS(=O)(=O)c2ccc(NS(=O)(=O)c3cccs3)cc2)n1,-5,1,-4,-2,-1.1,9,-1.0,-0.3,-19
COc1ccc(CCN2C(=O)c3cccc4c(C(=O)N5CCCCC5)ccc(c34)C2=O)cc1OC,1,7,6,-6,2.5,15,-9.5,0.3,5
COc1ccc(NS(=O)(=O)c2ccc(OC)c(NC(=O)CCC3CCCC3)c2)cc1,-1,5,4,-11,-1.2,46,3.0,-0.4,20
O=[N+]([O-])c1cccc(/C=N/n2c(-c3cccnc3)n[nH]c2=S)c1,-5,1,3,2,0.2,1,0.7,0.3,41
CCNc1nc(NCC)nc(SCCOC(=O)c2ccccc2)n1,-5,1,-1,6,0.9,8,-2.2,-0.3,31
CCC(=O)N1N=C(c2cccc(NS(C)(=O)=O)c2)CC1c1cccs1 (stereo not given),2,3,-1,-2,-1.5,22,1.9,0.5,2
O=C(CCl)Nc1cn(-c2ccccc2)nc1-c1ccccc1,2,-1,-2,-9,0.6,107*,-12,-0.1,-1
O=C(COc1ccccc1/C=C\c1nc(O)c([N+](=O)[O-])c(=O)[nH]1)Nc1ccccc1,0,5,6,-2,321*,-16,0.9,138*,27
CCOC(=O)C1(C(C)(C)CC)CC(CSc2nc3ccccc3[nH]2)OC1=O (stereo not given),2,3,5,-4,-1.3,75*,-0.6,-0.5,8
CCOC(=O)CNC(=O)C(CC(C)C)NC(=O)C1CCCCC1 (stereo not given),-2,3,-2,-2,0.3,19,-1.1,-0.1,13
CC(C)Cn1c(-c2csc3c2CCCC3)n[nH]c1=S,3,5,2,-12,-2.7,47,-0.6,-1.7,-6
C=CCN1CN=C(NS(=O)(=O)c2ccc(NC(C)=O)cc2)NC1,-1,-1,0,-2,-0.2,19,0.7,1.3,15
CCCCCCNC(=O)CCNS(=O)(=O)c1ccc(C)cc1,-2,5,-1,-7,-1.9,-6,1.0,-0.3,-13
CNc1nc(-c2ccccc2)[n+](-c2ccc(C)cc2)s1,-2,2,3,-7,-1.1,97*,-7.1,0.4,15
O=C(/C=C/c1cccc([N+](=O)[O-])c1)N1CCOCC1,0,7,-3,-2,1.2,16,-0.2,1.0,4
COc1ccc(/C=C/C(=O)CC(O)(c2ccccc2)C(F)(F)F)cc1 (stereo not given),-4,-1,-1,-2,-1.7,10,-7.2,2.8,-3
Cc1cc(C)n(C(=O)c2ccc([N+](=O)[O-])cc2[N+](=O)[O-])n1,-5,5,0,7,-2.4,5,1.6,-0.4,12
COc1ccccc1CNC(=O)C1CC(c2ccccc2[N+](=O)[O-])=NO1 (stereo not given),2,4,-1,-5,0.2,22,-1.3,-0.2,18
O=C1C(NS(=O)(=O)c2ccccc2)=C(N2CCN(c3ccc(F)cc3)CC2)C(=O)c2ccccc21,4,4,-2,-6,-3.0,-6,-3.2,-0.2,20
O=C(COc1ccc(Cl)cc1Cl)NC(=S)Nc1ccccc1C(=O)O,6,5,2,-10,0.1,7,0.7,0.2,20
Cc1cc(=O)oc2ccc(OCC(=O)N3CCC(C)CC3)cc12,-3,0,-1,3,1.1,8,-1.9,0.2,-1

# 6 entries already listed, ordered by the number in CHOP inhibitor, descending.
Structure,CHOP inhibitor
CNc1nc(-c2ccccc2)[n+](-c2ccc(C)cc2)s1,97*
C=CCN1CN=C(NS(=O)(=O)c2ccc(NC(C)=O)cc2)NC1,19
COc1ccc(/C=C/C(=O)CC(O)(c2ccccc2)C(F)(F)F)cc1 (stereo not given),10
Cc1cc(=O)oc2ccc(OCC(=O)N3CCC(C)CC3)cc12,8
O=C(COc1ccc(Cl)cc1Cl)NC(=S)Nc1ccccc1C(=O)O,7
CCCCCCNC(=O)CCNS(=O)(=O)c1ccc(C)cc1,-6
